PLCb3 inh – PLC-beta3 (human) inhibition, primary screen; Purified PLC-beta3, fluorogenic substrate, fluorescence; inhibition, % at 12.2 µM; 0.18% of 370,000 active; in the data active = inhibition above about 11%;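 note: 0% = median of compound wells on plate and 100% = full blocker control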
TDP2 inh – blocks human TDP2 phosphodiesterase activity; recombinant TDP2, T5PNP hydrolysis, p-nitrophenol absorbance 415 nm; inhibition, % at 12.8 µM; 0.34% of 370,000 active;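 active = inhibition above the mean of all tested compounds plus 3 SD, set per campaign, cut at about 25% in these data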;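 note: 0% = DMSO with enzyme and 100% = buffer with substrate but no TDP2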
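Incubation: 2 h at 37 °C; Test system: recombinant human TDP2; Quantity: enzyme 120 nM; Read-out basis: percent inhibition; Medium: 50 mM Tris-HCl pH 7.5 with Mg2+, KCl, DTT, BSA; Repeats: single replicate; Compound: 12.8 µM single point, 1% DMSO; Signal: epi absorbance; Reagent: 5 mM T5PNP chromogenic substrate; Benchmarks: no-enzyme high, DMSO-plus-enzyme low.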
ADAM17 inh – inhibits human ADAM17 | P78536 | recombinant ADAM17, EDANS/DABCYL FRET peptide cleavage | inhibition, % at 6.95 µM | 0.83% of 370,000 active | AID 720648;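 active = inhibition above the mean of compounds lying between control limits plus 3 SD, set per campaign, cut at about 8.5% in these data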;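 note: 0% = DMSO-only wells as the low control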
Target sequence (P78536 215-824 limits assumed): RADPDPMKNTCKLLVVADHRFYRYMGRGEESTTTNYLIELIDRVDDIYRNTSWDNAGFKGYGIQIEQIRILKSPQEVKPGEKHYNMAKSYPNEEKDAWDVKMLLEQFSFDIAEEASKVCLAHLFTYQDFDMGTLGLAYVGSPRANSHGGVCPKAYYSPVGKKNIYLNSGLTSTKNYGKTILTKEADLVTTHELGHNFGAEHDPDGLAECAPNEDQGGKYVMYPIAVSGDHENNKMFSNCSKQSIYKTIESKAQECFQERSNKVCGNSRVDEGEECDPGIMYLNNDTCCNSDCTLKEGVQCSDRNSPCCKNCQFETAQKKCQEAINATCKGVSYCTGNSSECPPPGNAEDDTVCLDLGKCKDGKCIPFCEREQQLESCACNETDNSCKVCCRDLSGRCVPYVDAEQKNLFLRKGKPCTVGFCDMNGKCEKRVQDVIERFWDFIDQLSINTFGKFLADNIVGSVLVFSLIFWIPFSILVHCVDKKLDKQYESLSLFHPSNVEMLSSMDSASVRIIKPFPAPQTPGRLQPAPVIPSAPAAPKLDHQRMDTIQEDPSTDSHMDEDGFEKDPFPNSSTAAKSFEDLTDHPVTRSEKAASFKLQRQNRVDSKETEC
Tn6 DDE FP – inhibitors of Tn6 peptide binding to human fibrin DD(E). 0.21% of 370,000 active. Fibrin DD(E) TRITC-Tn6 fluorescence polarization displacement. P02675. AID 720509. inhibition, % at 8.3 µM;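 active = inhibition above a per-campaign cutoff: mean of compounds within control limits plus 3 SD, cut at about 15% in these data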;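 note: 0% = median of all compound wells on the plate and 100% = blocking peptide control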
ADAM10 inh – ADAM10 inhibition, QFRET primary screen; O14672; recombinant ADAM10, EDANS/DABCYL FRET peptide cleavage, 3 h; inhibition, % at 7 µM; 0.62% of 370,000 active; AID 720582;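 active = inhibition above a per-campaign cutoff equal to the mean of compounds falling between control-based bounds plus 3 SD, cut at about 20% in these data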;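 note: 0% = DMSO wells while the 100% control is not disclosed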
ASAP1 inh – inhibitors of human ASAP1 ArfGAP activity; Q9ULH1; ASAP1-stimulated ARF1 GTP hydrolysis, GDP FP detection; inhibition, % at 16.5 µM; 0.19% of 360,000 active; AID 624377; in the data active = inhibition above about 25%;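 note: 0% = vehicle with enzyme and substrate and 100% = no enzyme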
Target sequence (Q9ULH1 325-724 limits assumed): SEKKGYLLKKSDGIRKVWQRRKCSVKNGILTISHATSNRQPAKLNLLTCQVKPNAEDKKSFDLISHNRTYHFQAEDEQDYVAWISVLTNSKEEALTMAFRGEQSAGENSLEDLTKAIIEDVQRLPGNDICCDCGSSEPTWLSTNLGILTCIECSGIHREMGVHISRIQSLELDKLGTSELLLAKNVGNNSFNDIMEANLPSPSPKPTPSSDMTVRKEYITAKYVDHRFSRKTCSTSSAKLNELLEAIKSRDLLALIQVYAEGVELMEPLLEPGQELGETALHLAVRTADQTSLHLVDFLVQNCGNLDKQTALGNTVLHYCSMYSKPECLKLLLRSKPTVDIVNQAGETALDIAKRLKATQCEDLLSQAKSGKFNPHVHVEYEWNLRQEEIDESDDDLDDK
Tn7 DDE FP – DD(E)-Tn7 binding inhibition, primary FP screen; P02675; FP displacement of FITC-Tn7 peptide from fibrin DD(E); 0% = median of compound wells per plate; inhibition, % at 8.3 µM; 0.13% of 370,000 active; AID 720508;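 active = inhibition above the mean of compounds falling within the control limits plus 3 SD of them, cut at about 14% in these data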;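 note: 0% = plate median of compound wells and 100% = 10 µM Aha-Tn7 peptide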
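System: human fibrin DD(E); quantity: Fibrin-DD(E) at 2 µM final; also added: fluorescent Tn7 probe at 0.1 µM; compound dosing: single nominal test concentration of 8.3 µM per compound; schedule: 10 min preincubation, 3 h with tracer, room temperature; detection: fluorescence polarization of the labelled Tn7 tracer; repeats: one replicate per compound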
SIAE inh – human SIAE inhibition, primary screen; inhibition, % at 9.66 µM; 0.69% of 370,000 active; Q9HAT2; SIAE FP-Rh probe binding, fluorescence polarization;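 active = inhibition above a cutoff: mean of compounds within the control limits plus 3 SD of those, cut at about 17% in these data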;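 note: 0% = plate median of compound wells and 100% = probe without SIAE protein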
ARFGAP1 inhibitor – rat ARFGAP1 inhibition; Q62848; 0.26% of 360,000 active; inhibition, % at 16.5 µM; Arfgap1-stimulated ARF1 GTP hydrolysis, GDP FP detection;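 active = inhibition above a per-plate limit, mean inhibition of low control wells plus 3 SD, cut at about 25% in these data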;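 note: 0% = DMSO wells with enzyme and 100% = wells lacking Arfgap1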
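Material – truncated rat Arfgap1 GAP domain · Buffer or medium – HEPES-based buffer, pH 7.5 · Reagent – human ARF1(Δ1-17)-GTP substrate · Dosing – 16.5 µM single point, 1.26% DMSO · Schedule – GTP hydrolysis reaction 2 h at 25 °C · Technique – GDP detection by fluorescence polarization · Benchmarks – No-Arfgap1 wells (100%) versus DMSO full-reaction wells (0%) · Repeats – single replicate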
PLCg1 inh – blocks human PLC-gamma1 enzyme activity. P19174. purified PLC-gamma1, fluorogenic substrate, fluorescence. inhibition, % at 12.2 µM. 0.84% of 370,000 active; in the data active = inhibition above about 9.5%
Starred values were filed as active, the others as inactive; i = inactive; x = not tested or not shown.

SMILES | PLCb3 inh | TDP2 inh | ADAM17 inh | Tn6 DDE FP | ADAM10 inh | ASAP1 inh | Tn7 DDE FP | SIAE inh | ARFGAP1 inhibitor | PLCg1 inh
CC1CCCCC1NC(=O)CN1C(=O)c2cccc(N)c2C1=O (stereo not drawn) | i | 18 | -139 | -4 | -344 | -5 | 6 | 1 | -5 | i
Cn1c2ccccc2c2cc(C(=O)OCC(=O)N3CC(=O)Nc4ccccc43)sc21 | -70 | 11 | -21 | 2 | -54 | -1 | 3 | -25 | -14 | -57
Cc1noc(C)c1C(=O)N1CCC(Cc2ccccc2)CC1 | 5 | 6 | 1 | 6 | 3 | 11 | -10 | -1 | 8 | 2
O=c1oc2ccccc2c(Nc2cccc3cccnc23)c1[N+](=O)[O-] | -14 | 7 | -1 | 5 | -2 | -13 | 8 | 10 | -2 | -12
Cc1ccccc1NC(=O)CC1S/C(=N/c2nccs2)N(C)C1=O (stereo not drawn) | -2 | -4 | -5 | -3 | -7 | 1 | -2 | 0 | -1 | -4
CC1CCCCN1Cc1cnc(Cl)s1 (stereo not drawn) | 1 | 5 | -1 | 4 | 0 | -1 | -2 | -5 | -12 | -1
CCSc1nnc(CNC(=O)C23CC4CC(CC(C4)C2)C3)n1C1CCCCC1 | -1 | 8 | 0 | 5 | 2 | -3 | 0 | -4 | -2 | -2
N#CCC[C@@H]1CC[C@]2(CCCN(Cc3ccc(Cl)cc3)C2)O1 | -1 | 1 | -5 | 1 | -8 | x | 1 | -3 | x | -2
CC(C)(CNS(=O)(=O)c1ccc(Br)s1)N1CCOCC1 | 0 | 5 | -2 | 5 | -1 | -2 | 4 | 4 | -14 | -3
CC(=O)NN1C(=O)/C(=C\c2ccccc2)SC1=S | 0 | 14 | -3 | -1 | 6 | -3 | 7 | 0 | -5 | 0
COc1ccc(CCNC(=O)C2CCN(C(=O)NC3CCCCC3)CC2)cc1 | 4 | 2 | -7 | 0 | 10 | 7 | 5 | -6 | -3 | 1
O=C(CSc1n[nH]c(-c2cccs2)n1)NCCc1ccccc1 | -4 | 6 | -2 | 5 | 1 | 11 | -4 | -12 | 7 | -4

Profiles, quoted from the list. Order of screens: PLCb3 inh, TDP2 inh, ADAM17 inh, Tn6 DDE FP, ADAM10 inh, ASAP1 inh, Tn7 DDE FP, SIAE inh, ARFGAP1 inhibitor, PLCg1 inh
CC1CCCCC1NC(=O)CN1C(=O)c2cccc(N)c2C1=O (stereo not drawn) is listed with i, 18, -139, -4, -344, -5, 6, 1, -5, i
CC(C)(CNS(=O)(=O)c1ccc(Br)s1)N1CCOCC1 is listed with 0, 5, -2, 5, -1, -2, 4, 4, -14, -3
Cn1c2ccccc2c2cc(C(=O)OCC(=O)N3CC(=O)Nc4ccccc43)sc21 is listed with -70, 11, -21, 2, -54, -1, 3, -25, -14, -57

New compounds follow.
SMILES | PLCb3 inh | TDP2 inh | ADAM17 inh | Tn6 DDE FP | ADAM10 inh | ASAP1 inh | Tn7 DDE FP | SIAE inh | ARFGAP1 inhibitor | PLCg1 inh
CCCOc1ccc(C(=O)CCC(=O)NNC(=O)c2ccncc2)cc1 | -8 | -5 | 2 | -6 | 5 | 6 | 3 | -1 | 11 | -7
CC1(C)CCC[C@]2(C)C(CS(=O)c3ccccc3)=C(C=O)CC[C@@H]12 (stereo partly drawn) | -6 | -9 | 1 | -1 | -4 | -12 | -3 | -1 | -7 | 0
CC(C)c1nc(SCC(=O)N2CCCc3ccccc32)c2c(=O)n(C)c(=O)n(C)c2n1 | 3 | 3 | -6 | -6 | -6 | -3 | -2 | -2 | -3 | 3
CCOC(=O)[C@]12CCCCC/C=C\1N(CCc1ccc(Cl)cc1)C(=O)[C@H]2CC(=O)NCCC(C)C | 0 | -1 | -1 | 3 | 8 | x | -4 | -1 | x | 2
COc1ccc(CCNC(=O)C2CCCN(c3ncccn3)C2)cc1 (stereo not drawn) | -1 | 8 | -3 | 2 | -8 | -3 | 1 | 4 | 6 | -2
O=C(O)c1cccc2c1C(=O)c1ccc(Cl)cc1S2(=O)=O | 2 | 8 | -1 | -2 | 4 | -9 | 2 | -7 | -3 | 1
CNc1nc(C)c(C(C)(C)C)s1 | -2 | -3 | -1 | -2 | -3 | -5 | -5 | 1 | -4 | 2
CCCCn1c(N)c(N(Cc2ccccc2OC)C(=O)c2sccc2C)c(=O)[nH]c1=O | -2 | -10 | -2 | 2 | 5 | 4 | 0 | 0 | 11 | 2
CCC(=NOCc1ccccc1)C(=O)NNS(=O)(=O)c1ccc(C)cc1 | 1 | 5 | -1 | 3 | 2 | 3 | -3 | -5 | 13 | 1
Cn1c(=O)c2cc(S(=O)(=O)NC(C(=O)N3CCCCCC3)c3ccccc3)ccc2n(C)c1=O (stereo not drawn) | 4 | 2 | -2 | 0 | -10 | -15 | 3 | 3 | 9 | 2
O=C(O)/C=C/c1cn(Cc2ccccc2Cl)nc1-c1ccccc1 | -7 | 8 | 0 | -2 | 5 | 11 | 0 | 0 | -4 | -2
CC(=O)C1C(=O)CC(C)(O)C(C(C)=O)C1c1ccccc1 (stereo not drawn) | 3 | 9 | 0 | 3 | -3 | -3 | 1 | 9 | -17 | 2
Cc1cccc(CSC(Nc2ccc(F)cc2)=C(C#N)C#N)c1 | 0 | 9 | 6 | -5 | 6 | 12 | -2 | 7 | 8 | -1
COc1ccccc1C1(CCNS(=O)(=O)c2ccc(C)cc2)CCOC(C(C)C)C1 (stereo not drawn) | 3 | -3 | 5 | -6 | 11 | 10 | -3 | 4 | 15 | 3
COc1ccccc1NC(=O)C(C)Sc1nnc2ccccn12 (stereo not drawn) | -14 | 4 | -12 | -1 | -21 | 16 | 0 | 2 | 1 | -15
CC1(C)Cc2c(sc3c2C(=O)N(c2ccccc2)C2=NCCCN23)CO1 | -10 | 10 | -10 | -1 | -23 | -7 | -1 | 1 | 8 | -5
Cc1cccn2c(=O)c3cc(C(=O)NC4CCCC4)c(=N)n(CCc4ccccc4)c3nc12 | -238 | 0 | -317 | 1 | i | 6 | -4 | -2 | -4 | -147
Cc1cccc(C)c1NC(=O)CN(c1ccccn1)S(=O)(=O)c1ccc(F)cc1 | -27 | -4 | -29 | 8 | -105 | -3 | 4 | 14 | -10 | -25
O=C(CN1C2CCC1CC(NC(=O)NC1CCCCC1)C2)NC1CC1 (stereo not drawn) | -2 | -9 | -7 | -6 | -18 | 0 | -3 | -2 | 6 | -4
O=S1(=O)c2c(NCc3ccco3)cccc2Oc2ccccc2CN1Cc1cn(Cc2cccc(F)c2)nn1 | -60 | 1 | 2 | -4 | -8 | x | -6 | -3 | x | -37
CSc1ccccc1NC(=O)c1ccc2c(c1)CCN2S(C)(=O)=O | -3 | -2 | 0 | -6 | 9 | -1 | -5 | -2 | 14 | 0
O=C1CCc2cc(NS(=O)(=O)c3ccc(F)cc3)cc3c2N1CC3 | 4 | 1 | 5 | 2 | -7 | 10 | -9 | 0 | 8 | 2
CCCCNC(=S)NNC(=O)c1nn(C)c(C)c1Cl | 4 | -19 | -4 | 4 | 14 | 1 | 0 | 5 | -5 | 0
COc1ccc(CCCC(=O)NC2CCCCC2C)c(C)c1 (stereo not drawn) | 2 | 2 | 0 | -1 | 3 | 5 | 1 | 7 | -3 | 2
CCNc1nc(NCC)n2c(SCC(=O)c3ccccc3F)nnc2n1 | -7 | 3 | -5 | 3 | -9 | -6 | -2 | -2 | 7 | -5
CC(=O)Oc1cccc(C(=O)Nc2ccccc2C(=O)N2CCCC2)c1 | -11 | -2 | -4 | -2 | -9 | 4 | 2 | -5 | 0 | -2
Nc1nc(SCC(=O)Nc2ccc(Cl)cn2)n[nH]1 | 5 | -3 | -1 | 3 | 1 | 3 | -7 | 0 | -6 | 0
O=C(Nc1csnn1)OCc1ccccc1 | 2 | 10 | -2 | -3 | -9 | -7 | 2 | 0 | -8 | 2
O=C(Nc1ccn(Cc2c(F)c(F)cc(F)c2F)n1)c1cccc(Cn2cc([N+](=O)[O-])cn2)c1 | 6 | -14 | 7 | -8 | 2 | 21 | -4 | -6 | -13 | 5
COc1ccc(-c2oc3ccccc3c2C(=O)OCc2ccccc2OC)cc1 | -300 | 0 | -134 | -11 | i | -7 | 0 | -1 | 10 | -193
CCc1ccccc1NC(=O)COc1ccc2c(=O)c(Oc3cc(C)ccc3C)coc2c1 | 1 | -7 | -2 | -2 | 1 | -2 | -4 | 0 | 2 | 1
Cc1ccc(Nc2nc(NCc3ccccc3)nc3ccsc23)c(C)c1 | -18 | -3 | 3 | 4 | 7 | -1 | 5 | 1 | -12 | -16
COc1ccc(-n2nc([N+](=O)[O-])c(=NCCc3ccccc3)n2O)cc1 | 6 | -5 | 3 | -1 | -2 | -1 | 10 | -5 | 13 | 4
CC(=O)N(Cc1cccs1)C1CCOC(C)(C)C1 (stereo not drawn) | 0 | -8 | -5 | -10 | -12 | 1 | 6 | -10 | 1 | 7
CCC(Oc1ccccc1)C(=O)Nc1ccccc1N1CCCCC1 (stereo not drawn) | -6 | -2 | -4 | -7 | -1 | 15 | -1 | 0 | 14 | 1
O=C(OCCCCN1C(=O)c2ccccc2C1=O)c1n[nH]c2ccccc12 | -2 | -3 | 1 | 1 | -6 | -12 | 0 | -6 | 3 | -2
Cc1ccc(C)c(OCC(=O)N/N=C/c2c(C)nn(-c3ccccc3)c2Cl)c1C | 5 | -1 | -2 | 9 | 4 | -6 | 5 | -2 | 4 | 1
Fc1ccc(Nc2nc(-c3ccncc3)cs2)cc1 | -14 | 0 | 3 | -7 | -2 | 15 | 2 | 6 | 7 | 1
Cc1ccc(C)c(NC(=S)N(Cc2ccco2)C(C)c2cccs2)c1 (stereo not drawn) | -5 | 17 | -5 | 0 | 1 | -2 | 1 | -2 | 5 | 2
O=C(Cn1cc([N+](=O)[O-])cn1)N1CCc2ccccc21 | 0 | -6 | 1 | -2 | 6 | -12 | 2 | 3 | 3 | -2
Cc1ccn2c(C(=O)NN=C3CCN(C)CC3)c(C)nc2c1 | -6 | -2 | 0 | 1 | 0 | -11 | 1 | 3 | 14 | -5
CCCc1nnc(SCC(=O)N2C(C)CCCC2C)n1CCCOC (stereo not drawn) | 1 | 19 | -3 | 6 | 1 | -1 | 0 | 7 | 0 | 2
COc1cccc(N(C(=O)CS(=O)CC(=O)Nc2ccc(F)cc2)C(C(=O)NC2CCCCC2)c2cccs2)c1 (stereo not drawn) | 1 | 7 | -2 | 0 | 6 | 0 | 0 | 10 | 8 | 0
NC(=O)C12CCCC(Br)(CCC1)C2 | -8 | 16 | -2 | 3 | i | 16 | -1 | 5 | -9 | 1

This is a random part of the collection. About 3.6% of those tested had a hit in this group.
